# JMJD2E inh = JMJD2E (human) inhibition. B2RXH2. JMJD2E catalytic domain, FDH-coupled NADH fluorescence (FDH is formaldehyde dehydrogenase). Potency, µM (highest dose often 57.1 µM), for the others: at the highest dose activity change, negative = inhibition, actives largely listed as inhibitors. actives 1.6% (n = 230,000). AID 2147; active = well fitted inhibition curve with a large enough effect, not every such curve was filed as active; inconclusive = small, poorly fitted or top-dose-only effect, or another doubt; inactive = no such curve, though single readings can be large or run the other way;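 note: 0% = wells with enzyme and -100% = buffer wells without enzyme; nearly all actives have a fitted effect of over 50% in size; many of its hits are not listed in these tables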
# GoLoco inh red = RGS12 GoLoco-Gai1 interaction inhibition; P63096; Gai1:RGS12 GoLoco peptide FP, rhodamine, 10 min; Potency, µM (titrated, usually from 61.6 µM), inactives show at the top dose activity, negative = inhibition, usual class: inhibitors; actives 0.44% (n = 230,000); AID 880; active = well fitted inhibition curve with a large enough effect, not every such curve was filed as active; inactive = no such curve, though single readings can be large or run the other way; note: nearly all actives have a fitted effect of over 30% in size; many of its hits are not listed in these tables
# TR SRC2 fluor cs = counter-screen for TRb-SRC2 inhibitors: fluorescence interference; Potency, µM (highest dose often 106 µM), for the others: at the highest dose fluorescence change, negative = quenching; actives 0.29% (n = 280,000); TRb/SRC2 Texas Red total fluorescence interference; active = well fitted curve in either direction with a large enough effect; inconclusive = small, poorly fitted or top-dose-only effect
#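 Flags fluorescent or light-absorbing compounds by total fluorescence, S + 2P, at 555 nm excitation and 632 nm emission. Mixture: 20 nM Texas Red SRC2 peptide, 0.6 uM human TRb LBD, 1 uM T3, 5% DMSO; compound exposure 5 h at ambient temperature.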
# L3MBTL1 block = inhibitors of human L3MBTL1; Q9Y468; AID 485360; Potency, µM (doses to about 57.1 µM), inactives show at the highest dose activity, negative = inhibition, usual class: inhibitors; AlphaScreen L3MBTL1–H3K9me1 peptide binding; actives 0.66% (n = 230,000); note: nearly all actives have a fitted effect of over 60% in size
# Target sequence (Q9Y468 whole entry, looked up): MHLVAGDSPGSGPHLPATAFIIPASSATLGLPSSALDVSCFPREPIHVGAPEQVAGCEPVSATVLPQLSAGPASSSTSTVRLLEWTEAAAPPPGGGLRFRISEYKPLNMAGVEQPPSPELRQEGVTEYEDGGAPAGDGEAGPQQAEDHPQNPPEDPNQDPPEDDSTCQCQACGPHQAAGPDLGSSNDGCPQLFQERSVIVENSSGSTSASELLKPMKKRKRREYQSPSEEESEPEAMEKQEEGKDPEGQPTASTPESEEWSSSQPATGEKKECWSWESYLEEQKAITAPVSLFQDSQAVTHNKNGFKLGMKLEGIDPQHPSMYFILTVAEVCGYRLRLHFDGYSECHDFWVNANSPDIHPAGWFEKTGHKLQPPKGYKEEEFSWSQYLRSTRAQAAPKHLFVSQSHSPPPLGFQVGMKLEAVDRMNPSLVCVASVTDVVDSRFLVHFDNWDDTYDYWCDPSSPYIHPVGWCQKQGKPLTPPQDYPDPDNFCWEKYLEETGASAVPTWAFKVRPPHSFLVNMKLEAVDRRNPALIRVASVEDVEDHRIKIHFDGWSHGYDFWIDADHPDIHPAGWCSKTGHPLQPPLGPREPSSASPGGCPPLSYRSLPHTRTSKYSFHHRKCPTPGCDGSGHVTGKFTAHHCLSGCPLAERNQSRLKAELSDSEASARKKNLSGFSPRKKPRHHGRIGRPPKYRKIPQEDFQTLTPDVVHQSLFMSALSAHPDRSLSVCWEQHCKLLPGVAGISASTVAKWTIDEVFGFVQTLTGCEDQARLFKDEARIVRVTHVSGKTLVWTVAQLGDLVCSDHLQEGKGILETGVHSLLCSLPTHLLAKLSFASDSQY
#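 AlphaScreen assay: L3MBTL1 (50 nM final) was preincubated 30 min at room temperature with biotinylated H3(1-15)K9me1 peptide (75 nM final), then 30 min with library compounds; streptavidin donor and nickel chelate acceptor beads (10 ug/mL final) added, 30 min dark.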
# Tau fibril ThT = blocks human tau fibril formation measured by thioflavin T | actives 2.1% (n = 270,000) | Potency, µM (titrated, usually from 57.4 µM), inactives show at the top dose activity, negative = inhibition, actives largely listed as inhibitors | recombinant tau K18 P301L (four-repeat tau fragment), heparin-induced fibrillization, ThT fluorescence | P10636; note: nearly all actives have a fitted effect of over 55% in size
# Target sequence (P10636 561-689 P618L limits assumed): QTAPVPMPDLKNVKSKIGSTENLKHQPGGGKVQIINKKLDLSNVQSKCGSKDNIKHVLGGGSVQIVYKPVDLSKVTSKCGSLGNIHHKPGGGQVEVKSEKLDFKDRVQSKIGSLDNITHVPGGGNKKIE
#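 Tau K18 P301L fragment (15 uM unlabeled plus 0.24 uM Alexa 594-labeled) in 100 mM sodium acetate pH 7 with compound, fibrillization induced by 20 uM heparin for 6 hr at 37 C. Thioflavin T (30 uM) added, fluorescence read after 1 hr (ex 450, em 510 nm).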
# Tau FP inhib = blocks human tau fibril formation measured by polarization; P10636; K18 P301L tau heparin fibrillization, Alexa594 FP, 6 h; Potency, µM (highest dose often 57.7 µM), for inactives: top-dose activity, negative = inhibition, hits mostly inhibitors; actives 0.39% (n = 280,000); AID 1468; note: nearly all actives have a fitted effect of over 55% in size
#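 Read-out: fluorescence polarization of Alexa 594-labeled tau (0.24 uM), 555 nm excitation, 632 nm emission. Mixtures held 15 uM unlabeled K18 P301L, compound and 20 uM heparin, pH 7 acetate buffer, incubated 6 hr at 37 C.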
# TRb SRC2 PPI = inhibitors of human thyroid hormone receptor beta-SRC2 interaction; AID 1469; Potency, µM (highest dose often 106 µM), for inactives: top-dose activity change, negative = inhibition, usual class: inhibitors; P10828; actives 0.065% (n = 280,000); TRbeta-SRC2 peptide binding, fluorescence polarization; receptor liganded with 1 µM T3;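 note: plate controls were bound peptide for no effect and peptide without receptor for full effect; nearly all actives have a fitted effect of over 50% in size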
#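 A fluorescence polarization screen tested compounds at multiple concentrations against complex formation between 0.6 uM TRb ligand-binding domain and 20 nM Texas Red SRC2 peptide, with 1 uM T3 present; readout after 5 hr.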
# RECQ1 helicase = blocks DNA unwinding by human RECQ1 | AID 2549 | Potency, µM (titrated, usually from 57.3 µM), inactives show top-dose activity, negative = inhibition, hits mostly inhibitors | RECQ1 DNA unwinding, red fluorescence kinetic read | actives 0.54% (n = 240,000) | P46063;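 note: plate controls were vehicle for no effect and no enzyme for full effect; nearly all actives have a fitted effect of over 30% in size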
#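 50 nM RECQ1T1 preincubated 15 min with compound in Tris pH 8.0 buffer with MgCl2, DTT, Tween-20 and 2.5 ug/ml poly(dI-dC); started with 200 nM TAMRA/BHQ-2 forked duplex and 2 mM ATP. Unwinding read as fluorescence (525/598 nm), two reads 2 h apart.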
# * hit, by the source's call; i = inactive; ? = inconclusive; . = no result given; [ ] = dose if it differs, or a comment. Unless noted, calls come from the whole dose curve; as a rule, active = well fitted curve in the direction sought with a large enough effect; inconclusive = small, poorly fitted or top-dose-only effect, or another doubt; inactive = no such curve, though single readings can be large; an effect the other way counts as inactive or inconclusive. Unless noted, % is set by controls: 0 for no effect and ±100 for the full control effect; potency is the fitted concentration of half-maximal effect.
SMILES,JMJD2E inh,GoLoco inh red,TR SRC2 fluor cs,L3MBTL1 block,Tau fibril ThT,Tau FP inhib,TRb SRC2 PPI,RECQ1 helicase
CC1=C(c2ccc(C)c(C)c2)S(=O)(=O)N=C1N1CCC(C(=O)NC(C)Cc2ccco2)CC1 (stereo unspecified),.,.,-1.6%,.,?,-2.5%,4.8%,.
COCCn1c(=NC(=O)/C=C/c2ccccc2)sc2cc(NC(C)=O)ccc21,?,5.8%,0.2%,16.9%,?,-13.0%,2.2%,2.3%
NNC(=O)CN1C(CN2CCOCC2)=Nc2ccc(Br)cc2C1c1ccccc1 (stereo unspecified),24.2%,7.3%,-0.2%,-11.4%,-3.0%,2.6%,-2.1%,-3.5%
COC(=O)Nc1ccc(S(=O)(=O)Nc2ncccn2)cc1,?,-21.2%,-3.4%,2.7%,2.7%,-2.9%,1.5%,10.7%
CC(C)OC(=O)CC12CN3CN(C1)CC(CC(=O)OC(C)C)(C3)C2=O,-11.6%,-8.4%,-4.1%,5.4%,-12.5%,2.8%,3.2%,-2.0%
O=C(c1ccc(F)cc1)N1CCCCC(S(=O)(=O)c2ccccc2)C1=O (stereo unspecified),3.5%,1.6%,-0.9%,5.4%,-7.6%,4.2%,-6.6%,-17.1%
COC(=O)/C=C1\S/C(=N/NC(=O)c2ccc(OC)cc2)NC1=O,-13.8%,5.4%,-2.4%,.,-22.1%,-0.7%,-0.4%,i
Cc1ccc(OCCn2cc(C(=O)c3ccco3)c3ccccc32)cc1C,.,.,?,.,-6.7%,-17.1%,1.2%,.
C=CCn1c(SCC(=O)NCCc2ccccc2)nnc1C(C)NC(=O)c1cccs1 (stereo unspecified),7.5%,6.7%,-3.3%,-10.9%,-0.7%,7.8%,-2.0%,-1.6%
FC(F)(F)c1cc(-c2ccccc2)nc(NC2CCCC2)n1,?,5.8%,-3.5%,.,-20.5%,-12.7%,0.6%,-14.1%
COc1ccc(N2CC(O)=C(c3n(C)c4ccccc4[n+]3C)C2=N)cc1,0.5%,-1.7%,1.4%,.,-7.0%,1.4%,-2.4%,1.0%
Brc1ccc(-c2nnc3sc(CN4CCC5(CC4)OCCO5)cn23)cc1,8.1%,-0.8%,-0.7%,-12.4%,1.3%,8.3%,6.9%,2.4%
O=C(c1sc2ccccc2c1Cl)N(Cc1cccs1)C1CCS(=O)(=O)C1 (stereo unspecified),-7.0%,2.7%,-0.1%,-13.2%,1.0%,-12.0%,-5.7%,-16.5%
Cc1ccc(C2OC3=C(C(=O)CC(C)(C)C3)C(N)=C2C#N)o1 (stereo unspecified),?,6.9%,0.6%,1.1%,-9.5%,-6.1%,-2.6%,i
COc1ccccc1N1CCN(C2CCN(S(=O)(=O)c3ccc4ccccc4c3)CC2)CC1,0.9%,6.5%,-0.1%,-15.0%,-15.8%,6.6%,-3.1%,i
COC(=O)c1[nH]c2cc(OC)ccc2c1NC(=O)CCN1CCN(c2cccc(C)c2C)CC1,?,.,-0.1%,-6.1%,?,?,-6.7%,-14.5%
COc1ccc(-c2cc(C(F)(F)F)nc(SCC(=O)NCCN3CCOCC3)n2)cc1OC,12.8%,3.3%,-1.1%,-12.8%[11.4 µM],5.4%,-2.0%,-0.6%,3.8%
O=[N+]([O-])c1ccc(-c2nc(NCc3ccccc3)c3ccccc3n2)cc1,-12.6%,9.7%,0.2%,5.0%,-11.3%,-0.1%,-6.4%,1.0%
COc1nn(CC(=O)N2N=C(C(F)F)CC2(O)C(F)F)cc1[N+](=O)[O-] (stereo unspecified),3.4%,12.4%,0.6%,-10.9%,-2.5%,-2.7%,-17.7%,0.6%
CCOc1ccc(CNCc2c(C(=O)O)c(C)n(Cc3ccc(C)cc3)c2C)cc1,.,.,-2.7%,.,-4.4%,6.4%,-6.2%,.
COC1=C(OC)C(=O)C(C/C=C(\C)CC/C=C(\C)CC/C=C(\C)CC/C=C(/C)CC/C=C(\C)CC/C=C(\C)CC/C=C(\C)CC/C=C(\C)CC/C=C(\C)CCC=C(C)C)=C(C)C1=O,-3.5%,-94.0%,-2.9%,.,0.1%,3.7%,4.3%,-6.8%
COc1cccc(-c2cc(-c3cccnc3)nc(N)c2C#N)c1,?,73.4%[activator],1.9%,5.4%,-0.5%,0.7%,9.8%,-14.1%
Cc1c(C)c(C)c(CO/N=C/c2cccs2)c(C)c1C,-6.2%,-4.8%,-0.4%,-3.6%,-13.0%,-0.2%,-3.6%,-0.2%
CC(C)(C)c1ccc(CCC(CC(=O)O)CC(=O)O)cc1,7.9%,3.2%,3.2%,9.6%,-5.1%,-4.0%,4.6%,i
CCn1c(SCC(=O)N2CCOCC2)nc2oc3c(Cl)cc(Cl)cc3c(=O)c2c1=O,-7.7%,59.3%[activator],2.1%,-0.5%,?,-8.9%,-1.2%,-13.4%
COc1ccc(-c2cn3c(C)c(C(=O)NC(C)C)sc3n2)cc1,9.3%,-6.9%,-0.2%,-0.2%,?,-4.7%,-6.5%,0.3%
CCOC(=O)c1ccc(NC(=S)N2CCSC2c2ccc(Br)cc2)cc1 (stereo unspecified),-9.5%,1.5%,-6.8%[53 µM],-1.7%,-10.3%,?,-4.6%[53 µM],5.1%
COc1ccc(NC(=S)NC(NC(=O)CCl)C(Cl)(Cl)Cl)c([N+](=O)[O-])c1 (stereo unspecified),-9.0%,-7.6%,-4.2%,-21.7%,15.8µM*,-11.0%,-5.3%,-14.7%
Cc1ccc(CNCC2CCCO2)o1 (stereo unspecified),2.4%,5.4%,-8.3%,-1.6%,-9.2%,8.4%,3.8%,-1.9%
COc1ccc(Nc2nc(N3CCN(C)CC3)nc3ccccc23)c(OC)c1,-6.2%,24.3%,-1.3%,-27.2%,10.3%,-0.7%,11.0%,i
Cc1ccc(/C=C/C2=NN(C)C(=O)CC2)cc1,2.7%,8.8%,-0.7%,-17.5%,1.3%,-0.5%,-2.3%,-19.2%
CN(Cc1ccccc1)C(=O)NC1CCCCC1,-0.5%,-10.2%,2.4%,-5.3%,0.7%,2.4%,-19.7%,i
CC(C)(C)OC(=O)NCCCCCc1nnc(SCc2ccccc2)o1,-20.7%,-3.6%,-0.1%,12.7%,-18.8%,0.9%,1.8%,-4.5%
O=C(CCc1nc(CN2CCN(S(=O)(=O)c3ccc(Cl)cc3)CC2)no1)N1CCCCC1,.,.,-2.3%,.,-2.4%,-2.0%,-4.6%,.
OC1CN=C2CCCc3c2n(c2ccc(Cl)cc32)C1 (stereo unspecified),?,22.5%,-1.9%,.,?,2.4%,5.8%,-2.7%
NCCOc1ccccc1-c1ccccc1,3.5%,1.4%,-0.1%,2.7%,-1.1%,-0.3%,-1.5%,i
COc1ccc(CCn2c(-c3cccc([N+](=O)[O-])c3)nc3nc4ccccc4nc32)cc1OC,0.8%,6.0%,-1.6%,0.6%,-3.4%,2.3%,-15.9%,-16.5%
C[C@H](O)CC1=C[C@H](O)[C@@H](C)OC1=O,-2.3%,8.2%,-1.0%,12.7%,-7.0%,-7.5%,-2.6%,i
CCOC(=O)N1CCN(S(=O)(=O)c2ccc(F)c(C(=O)Nc3ccc(C)c(Cl)c3)c2)CC1,-7.7%,7.6%,-3.2%,4.3%,-6.3%,-5.7%,2.7%,-8.4%
CCCC(c1nnnn1Cc1ccc(OC)cc1)N1CCC(C(N)=O)CC1 (stereo unspecified),-1.8%,1.5%,2.7%,-3.8%,0.4%,2.8%,-11.1%,7.2%

# Quoted from the listing.
# In TRb SRC2 PPI, O=C(CCc1nc(CN2CCN(S(=O)(=O)c3ccc(Cl)cc3)CC2)no1)N1CCCCC1 reads -4.6%
# In JMJD2E inh, COc1ccc(NC(=S)NC(NC(=O)CCl)C(Cl)(Cl)Cl)c([N+](=O)[O-])c1 (stereo unspecified) reads -9.0%
# In Tau FP inhib, COc1ccc(-c2cn3c(C)c(C(=O)NC(C)C)sc3n2)cc1 reads -4.7%
# In L3MBTL1 block, Cc1ccc(CNCC2CCCO2)o1 (stereo unspecified) reads -1.6%
# In Tau FP inhib, CCOC(=O)N1CCN(S(=O)(=O)c2ccc(F)c(C(=O)Nc3ccc(C)c(Cl)c3)c2)CC1 reads -5.7%
# In TRb SRC2 PPI, CCn1c(SCC(=O)N2CCOCC2)nc2oc3c(Cl)cc(Cl)cc3c(=O)c2c1=O reads -1.2%

# Additional results.
SMILES,JMJD2E inh,GoLoco inh red,TR SRC2 fluor cs,L3MBTL1 block,Tau fibril ThT,Tau FP inhib,TRb SRC2 PPI,RECQ1 helicase
Cc1nc2ccc(NC(=O)Nc3ccnc4cccnc34)cc2o1,-5.2%,16.7%,-12.7%,.,?,3.7%,20.3%,-21.0%
O=C(CCCOc1ccccc1)Nc1ccc(S(=O)(=O)Nc2ccccn2)cc1,?,10.7%,-1.3%,?,-5.1%,-3.0%,-5.0%,i
COc1ccc(-n2cc(CN[C@H]3CCCCNC3=O)c(-c3cccc(F)c3)n2)cc1,?,3.1%,0.6%,-5.5%,-2.5%,1.7%,4.9%,-7.6%
CCn1cc(/C=N\NC(=O)c2cc(-c3ccccc3OC)nc3ccccc23)c(C)n1,-11.5%,8.7%,-2.4%,-17.2%,-9.8%,-3.3%,-5.1%,i

# Laid out differently: entries from further up
SMILES | JMJD2E inh | GoLoco inh red | TR SRC2 fluor cs | L3MBTL1 block | Tau fibril ThT | Tau FP inhib | TRb SRC2 PPI | RECQ1 helicase
COc1ccc(-n2cc(CN[C@H]3CCCCNC3=O)c(-c3cccc(F)c3)n2)cc1 | ? | 3.1% | 0.6% | -5.5% | -2.5% | 1.7% | 4.9% | -7.6%
Cc1nc2ccc(NC(=O)Nc3ccnc4cccnc34)cc2o1 | -5.2% | 16.7% | -12.7% | . | ? | 3.7% | 20.3% | -21.0%

# Screening data: PubChem, National Center for Advancing Translational Sciences (NCATS)

# These rows are one share of the data; the hit share may differ from the screen's.
